Screens (PubChem)
GPR151 activ = activators of human GPR151; Q8TDV0; PathHunter beta-arrestin GPR151 cells, luminescence; activation, % at 11.2 µM; hit rate 1% among 650,000; in the data active = activation above about 4.9%;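 also: 0% = median of compound wells and 100% = cells with positive control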
Target sequence (Q8TDV0 whole entry, looked up): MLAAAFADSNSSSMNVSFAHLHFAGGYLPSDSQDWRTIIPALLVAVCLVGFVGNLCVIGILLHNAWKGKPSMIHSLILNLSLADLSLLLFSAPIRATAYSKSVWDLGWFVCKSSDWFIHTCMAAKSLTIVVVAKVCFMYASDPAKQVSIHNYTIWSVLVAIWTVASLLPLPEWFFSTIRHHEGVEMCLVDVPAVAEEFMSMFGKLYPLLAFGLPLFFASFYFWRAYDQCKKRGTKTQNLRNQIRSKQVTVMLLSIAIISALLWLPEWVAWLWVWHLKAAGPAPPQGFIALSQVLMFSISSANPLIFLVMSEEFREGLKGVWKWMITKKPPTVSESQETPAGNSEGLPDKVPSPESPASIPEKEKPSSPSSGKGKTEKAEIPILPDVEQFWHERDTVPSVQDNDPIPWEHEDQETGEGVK
FBW7 act = activators of human E3 ligase FBW7. Q969H0. AlphaScreen FBW7–phospho-cyclin E peptide binding, activator screen. normalized activity (activation), % at 26.1 µM. hit rate 0.13% among 650,000. AID 1259310; in the data active = normalized activity above about 1.9%;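 also: purified mutant Fbw7 with reduced substrate affinity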
TEAD-YAP block = TEAD-YAP interaction inhibition; HEK-TIYL cells, TEAD-Gal4/YAP UAS-luciferase luminescence; inhibition, % at 9.12 µM; hit rate 1.4% among 640,000; AID 1259422; in the data active = inhibition above about 32%;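 also: 0% = median of test compound wells and 100% = reference inhibitor wells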
MITF inh = human MITF inhibition, primary screen; O75030; AlphaScreen MITF homodimerization, bead proximity signal; inhibition, % at 2.6 µM; hit rate 0.91% among 650,000; AID 1259374; in the data active = inhibition above about 50%;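 also: 0% = vehicle wells with protein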
Target sequence (O75030 whole entry, looked up): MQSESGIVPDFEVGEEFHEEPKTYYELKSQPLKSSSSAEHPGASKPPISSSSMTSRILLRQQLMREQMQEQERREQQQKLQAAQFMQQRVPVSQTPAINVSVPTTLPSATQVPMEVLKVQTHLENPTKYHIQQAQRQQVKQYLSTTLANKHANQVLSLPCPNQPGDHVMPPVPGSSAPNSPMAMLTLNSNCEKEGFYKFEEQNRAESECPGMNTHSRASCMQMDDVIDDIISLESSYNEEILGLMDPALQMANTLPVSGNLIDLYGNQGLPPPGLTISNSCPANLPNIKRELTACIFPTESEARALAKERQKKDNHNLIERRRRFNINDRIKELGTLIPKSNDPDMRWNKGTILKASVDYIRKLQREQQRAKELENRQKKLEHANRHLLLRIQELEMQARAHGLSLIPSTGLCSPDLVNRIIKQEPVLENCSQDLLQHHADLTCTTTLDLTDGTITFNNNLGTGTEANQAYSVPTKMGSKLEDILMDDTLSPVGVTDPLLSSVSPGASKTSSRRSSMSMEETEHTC
An asterisk follows results filed as active; x = no result given.

SMILES	GPR151 activ	FBW7 act	TEAD-YAP block	MITF inh
Cc1c(C(=O)Nc2ccccc2C(=O)N2CCOCC2)cccc1[N+](=O)[O-]	-1.6	-0.1	-4	8
CC1CCN(C(c2ccc(O)cc2)c2nnnn2Cc2ccc(F)cc2)CC1 (stereo not given)	0.5	0.0	6	8
Cn1c2[n+](c3ccccc3c1=O)CCCCC2	1.0	0.2	7	5
COc1ccc(Cn2c(SCC(=O)Nc3ccc(C)c(C)c3)nc3ccsc3c2=O)cc1	0.6	0.1	-3	-2
CCCCN(CC)C(=O)CSc1nc2c(sc(=S)n2-c2ccccc2C)c(=O)n1-c1ccccc1F	0.3	0.5	9	-1
Cn1c(C(=O)O)c(CC(=O)Nc2nc3ccccc3s2)c2ccccc21	-1.9	0.1	-3	1
Cc1nc(C)c(/C(O)=C/c2nc3cc(Cl)ccc3oc2=O)s1	0.1	0.0	-1	27
Cc1ccc(-c2csc(N)n2)c(C)c1NC(=O)CC(C)C	0.2	-0.2	1	13
CCOc1cc(C=C2C(=O)NC(=S)NC2=O)ccc1OCC(N)=O	1.2	0.4	-3	13
Cc1ccn2c(NC(=O)C3CC3)c(-c3ccccc3)nc2c1	-1.9	-0.1	4	-10
Cc1c(C)n2c3c(=O)n(CC(N)=O)c(=O)n(C)c3nc2n1Cc1ccco1	-1.4	0.0	1	-2
CC1(C)Cc2ccccc2-c2nc(NCCO)n(Cc3ccccc3)c(=O)c21	0.0	-0.1	16	2

Of the compounds above, 2 have an aryl thioether with sulfur outside any ring:
SMILES	GPR151 activ	FBW7 act	TEAD-YAP block	MITF inh
COc1ccc(Cn2c(SCC(=O)Nc3ccc(C)c(C)c3)nc3ccsc3c2=O)cc1	0.6	0.1	-3	-2
CCCCN(CC)C(=O)CSc1nc2c(sc(=S)n2-c2ccccc2C)c(=O)n1-c1ccccc1F	0.3	0.5	9	-1

(further entries)
SMILES	GPR151 activ	FBW7 act	TEAD-YAP block	MITF inh
CCOc1ccc(CN2CCN(S(=O)(=O)c3ccccc3[N+](=O)[O-])CC2)cc1	0.8	-0.3	7	24
Fc1ccc(CN2CCN(CCCc3ccccc3)CC2)cc1	-1.3	0.0	-4	59*
CCC(C)c1ccc(NC(=O)c2ccc(C)cc2)cc1 (stereo not given)	0.7	0.0	-67	-1
O=C1OC(c2ccc(Cl)cc2)=N/C1=C\c1ccccc1	0.1	-0.1	-2	6
COc1ccc(N(C(=O)c2csnn2)C(C(=O)NC(C)(C)C)c2ccccc2)cc1 (stereo not given)	-0.3	-0.2	0	8
CC(C)=C1C2C=CC1C1C(=O)N(c3ccc(C#N)cc3)C(=O)C21 (stereo not given)	-1.3	0.8	3	16
CCOC(=O)c1c(NC(=O)CSc2nnc(CNC(=O)c3ccco3)n2CCc2ccccc2)sc2c1CCCCC2	-0.7	0.1	1	8
O=C(CN1CCN(C(=O)c2ccc3c(c2)OCO3)CC1)c1ccco1	-0.2	-0.6	-1	30
CC1CCc2c(sc3ncnc(Oc4ccc5ccc(=O)oc5c4)c23)C1 (stereo not given)	-0.3	0.2	0	6
Cc1ccccc1OCC(=O)NNC(=O)Nc1ccc(Cl)cc1	0.2	0.6	59*	-4
CCOC(=O)c1cc2c(=O)n3ccccc3nc2n(Cc2ccco2)c1=NC(=O)c1ccccc1F	0.9	0.0	5	0
CCOc1ccccc1NC(=O)c1sc2ncnc(N3CCN(c4ccccn4)CC3)c2c1C	-0.9	-0.1	-8	-6

Single records, as listed above. Screens in order: GPR151 activ, FBW7 act, TEAD-YAP block, MITF inh
CCOC(=O)c1cc2c(=O)n3ccccc3nc2n(Cc2ccco2)c1=NC(=O)c1ccccc1F as listed: 0.9, 0.0, 5, 0
Fc1ccc(CN2CCN(CCCc3ccccc3)CC2)cc1 as listed: -1.3, 0.0, -4, 59*
O=C1OC(c2ccc(Cl)cc2)=N/C1=C\c1ccccc1 as listed: 0.1, -0.1, -2, 6
CC(C)=C1C2C=CC1C1C(=O)N(c3ccc(C#N)cc3)C(=O)C21 (stereo not given) as listed: -1.3, 0.8, 3, 16
Cc1ccccc1OCC(=O)NNC(=O)Nc1ccc(Cl)cc1 as listed: 0.2, 0.6, 59*, -4

Returning to the listing; the 5 compounds before the break are reprinted first.
SMILES	GPR151 activ	FBW7 act	TEAD-YAP block	MITF inh
O=C(CN1CCN(C(=O)c2ccc3c(c2)OCO3)CC1)c1ccco1	-0.2	-0.6	-1	30
CC1CCc2c(sc3ncnc(Oc4ccc5ccc(=O)oc5c4)c23)C1 (stereo not given)	-0.3	0.2	0	6
Cc1ccccc1OCC(=O)NNC(=O)Nc1ccc(Cl)cc1	0.2	0.6	59*	-4
CCOC(=O)c1cc2c(=O)n3ccccc3nc2n(Cc2ccco2)c1=NC(=O)c1ccccc1F	0.9	0.0	5	0
CCOc1ccccc1NC(=O)c1sc2ncnc(N3CCN(c4ccccn4)CC3)c2c1C	-0.9	-0.1	-8	-6
C=C(C)C(=O)Nc1ccc(O)c(-c2nc3ccc(NC(=O)C(=C)C)cc3[nH]2)c1	0.1	-0.1	-14	19
O=C(c1ccc(S(=O)(=O)N2CCOCC2)cc1)N(C(=O)N1CCCCC1)c1ccc(Cl)cc1	1.6	-0.1	-13	0
Cc1ccc(NS(=O)(=O)c2coc(C(N)=O)c2)c(Br)c1	0.6	0.0	6	16
O=C(c1cccc(Br)c1)N1CCc2ccccc21	-0.8	-0.1	10	1
CCC(=O)N(CCO)Cc1cc2c(C)cc(C)cc2[nH]c1=O	0.5	0.2	-13	8
O=C(CCl)c1ccc2c(c1)CCN2C(=O)C1CC1	-0.9	0.1	0	5
C=CCOC(=O)C1=C(C)Nc2[nH]c(=O)[nH]c(=O)c2C1c1ccc(OC)cc1 (stereo not given)	-0.1	-0.1	7	15
Cc1ccc2c(C)nc(Nc3nc(CSc4nnc(C)s4)cc(=O)[nH]3)nc2c1	-0.7	-0.1	4	1
COc1ccc(C2(C)NC(=O)N(CC(=O)Nc3cccc4ccccc34)C2=O)cc1 (stereo not given)	-0.7	0.5	-3	17
CCOC(=O)c1ccc(NC(=S)NCCCN(CC)CC)cc1	0.6	0.5	-1	12
CCCCNCCOc1ccccc1OCC	2.5	0.0	6	61*
Nc1nc(Nc2ccccc2)cc(Nc2ccc(C(F)(F)F)cc2)n1	-1.2	-0.1	-10	-1

An excerpt from above, limited to FBW7 act, MITF inh and TEAD-YAP block:
Molecule	FBW7 act	MITF inh	TEAD-YAP block
Cc1ccc2c(C)nc(Nc3nc(CSc4nnc(C)s4)cc(=O)[nH]3)nc2c1	-0.1	1	4
COc1ccc(C2(C)NC(=O)N(CC(=O)Nc3cccc4ccccc34)C2=O)cc1 (stereo not given)	0.5	17	-3
CCOC(=O)c1ccc(NC(=S)NCCCN(CC)CC)cc1	0.5	12	-1
CCCCNCCOc1ccccc1OCC	0.0	61*	6

Next section:
SMILES	GPR151 activ	FBW7 act	TEAD-YAP block	MITF inh
Cn1c2ccccc2c2nnc(SCC(=O)NCC3CCCO3)nc21 (stereo not given)	0.8	0.0	-2	2
CC(=O)Nc1ccc(NC(=O)c2cc(Nc3cccc(N(C)C)c3)nc3ccccc23)cc1	-1.0	0.4	-6	22
CCCCC(NS(=O)(=O)c1ccc(Br)cc1)C(=O)O (stereo not given)	-0.8	0.1	10	15
CCCNC(=O)c1cc(-c2ccco2)on1	-1.7	-0.1	-105	-3
Cc1ccc(OCCCC(=O)NC(C)C)c(C)c1	0.9	0.1	0	1
C=C1Cn2c(nc3sc4c(c3c2=O)CCCC4)S1	-0.5	-0.1	-15	-2
O=C(c1ccccc1)c1cccs1	-0.1	-0.1	-2	-6
CCOC(=O)c1c(C)oc2cc(Br)c(OC(=O)c3cccc(OC)c3)cc12	1.8	0.0	-7	-6
Cc1ccc(-n2nc3c(c2NC(=O)c2cccc(Br)c2)CS(=O)C3)cc1 (stereo not given)	0.7	-0.1	5	10
Cc1ccc(S(=O)(=O)N(CC(=O)Nc2cccnc2)c2cccc(Cl)c2)cc1	0.6	-0.1	-5	3
Cc1c(Cl)cccc1NC(=O)Nc1nnc(N2CCCC2)s1	1.5	0.3	1	1
CO[C@H]1[C@H](NC(=O)CSC)c2ccccc2C12CCN(CCCn1cccn1)CC2	1.3	0.1	-4	1
Fc1cccc(F)c1CN1CCOCC1	-0.3	0.0	-1	7
COc1ccc(/C=C(\C#N)C(=O)Nc2nccc3ccccc23)cc1	-1.5	0.1	-9	12
Cc1cc(C(=O)Oc2ccc(F)cc2)ccc1[N+](=O)[O-]	-2.1	0.0	4	0
Cc1cc(OCC(=O)NC2CC(C)(C)NC(C)(C)C2)cc(C)c1Br	0.3	0.0	-14	-7
Cc1cc2c(cc1C)C(c1cccc(Cl)c1)CC(=O)N2 (stereo not given)	0.0	0.0	37*	-11
O=C(NCCCN1CCCCCC1)C(c1ccccc1)C1CCCCC1 (stereo not given)	5.3*	-0.2	x	-9
C=CCNc1nc(OC(C(F)(F)F)C(F)(F)F)nc(N2CCCCC2)n1	0.9	0.0	4	-1
O=C(c1cnn2ccccc12)N1CCCc2ccccc21	-0.1	-0.1	2	13
FC(F)(F)c1cccc(OCCSc2ncccn2)c1	2.5	0.2	-6	12
Cc1ccc(C)c(S(=O)(=O)/N=C(\c2ccc(Cl)cc2)N(C)C)c1	1.8	-0.1	4	-3
Cc1ccc(Nc2n[nH]c(C)c2[N+](=O)[O-])c(C)c1	1.5	0.1	-16	20
N#Cc1c(-c2ccc(Cl)cc2)cc(-c2cccs2)nc1SCc1ccccc1	-2.2	0.6	12	6
O=C(COc1ccccc1Cl)NCc1cccnc1	-1.0	0.2	-5	18
COc1ccc(CN2CCN(C3CCN(C(C)C)CC3)C(CCO)C2)c(OC)c1OC (stereo not given)	-1.1	0.5	-6	-9
CC(=O)OC1CCC(C(=O)O)CC1 (stereo not given)	-1.7	1.0	-1	0
COc1cccc(-c2noc(-c3cccnc3)n2)c1	-6.0	0.3	-23	16
Oc1cccc(/C=N/Nc2ncnc3nc[nH]c23)c1	-3.0	0.0	22	5
Cc1cc(=O)n2cc(-c3ccc(Cl)cc3)nc2[nH]1	-1.9	0.2	-26	16
Nc1nnc(SCC(=O)Nc2ccc(F)cc2)n1CC(=O)Nc1ccc(F)cc1	0.2	0.1	4	8
O=C(C(=O)c1ccc(-c2ccccc2)cc1)c1ccccc1	0.2	-0.1	-7	-4
CC(C)NC(=O)COc1ccc(/C=N/NC(=O)c2ccc(CN3CCOCC3)cc2)cc1	-0.5	-0.1	2	0
CCC(CC)NCc1cccc([N+](=O)[O-])c1	-1.5	0.7	6	31
O=C(NC1CC1)c1sc2cc([N+](=O)[O-])ccc2c1Cl	2.7	-0.3	-22	3
C/C(=N/NC(=O)c1ccc(Cl)cc1)c1ccncc1	2.0	0.1	-20	4
CC(C)c1ccc2oc(-c3ccc(NC(=O)c4ccc(Cl)cc4)cc3)nc2c1	-0.2	0.0	12	-1
O=C1c2ccccc2C(=O)N1c1cccc(-c2csc(N3N=C(c4cccc([N+](=O)[O-])c4)CC3c3ccc(F)cc3)n2)c1 (stereo not given)	0.3	0.1	-9	6
O=C1C(c2ccc(Cl)cc2)N(C2CCCCC2)C(=O)CN1C1CCCCC1 (stereo not given)	2.2	0.1	-4	8
C/C(=N/NC(=O)/C(=C/c1ccc([N+](=O)[O-])cc1)NC(=O)c1ccccc1)c1ccccn1	4.8	0.0	21	7
COc1ccc(-c2ccc(C(N)=O)s2)cn1	-12	-0.1	-21	-9
O=C(CC1C(=O)NCCN1C/C=C/c1ccccc1)NCCCn1ccnc1 (stereo not given)	-0.1	0.5	-10	23
COc1ccc2ccc(OC)c(/C=C3\NC(=S)N(C)C3=O)c2c1	0.8	0.0	0	3
COc1ccc(OC)c(/C=N/n2nnnc2N)c1	8.6*	-0.1	-8	-1
Cc1ccc(CNC(=O)C2CC(=O)N(CCC(C)C)C2)cc1 (stereo not given)	0.3	1.2	-7	15
Cc1cccc(N(CC(=O)NCc2ccc(Cl)cc2)S(C)(=O)=O)c1C	1.5	-0.2	10	9
O=C(CNC(=S)N(Cc1ccccc1Cl)C1CCCC1)NCCN1CCOCC1	-0.5	0.0	-1	12
COCCCn1c(SCC(=O)N2CC(=O)Nc3ccccc32)nnc1-c1ccoc1C	2.0	-0.1	-7	-10
COc1cc(NC(=O)c2ccccc2)c(OC)cc1NC(=O)CN1CCOCC1	1.2	0.1	4	5
Cc1cc(N(CC(=O)NC2CCCCCC2)S(C)(=O)=O)ccc1Br	3.9	0.0	0	-10
O=C(COc1ccc(S(=O)(=O)N2CCCC2)cc1Cl)NC1CC1	0.9	0.1	0	-5
NC(=O)C1CCN(C(=O)c2cc3cc(Cl)cc(Cl)c3oc2=O)CC1	-0.7	0.3	3	10
COc1ccc(C)cc1NC(=O)c1cc(S(=O)(=O)NCCc2ccccc2)ccc1F	2.0	0.0	4	11
COc1cc2c(cc1OC)C(C)N(/N=C/c1ccccc1)CC2 (stereo not given)	-1.8	-0.2	-3	11
c1ccc(CNc2nc(NCc3ccc4c(c3)OCO4)nc3nc[nH]c23)cc1	-0.7	-0.1	3	4
Cc1nnc(NC(NC(=O)OC(C)C)(C(F)(F)F)C(F)(F)F)s1	-0.4	0.1	2	13
COCCN(C)C(=O)C1CC(=O)c2sc(NC(=O)C3CCC3)nc2C1 (stereo not given)	1.2	0.0	-14	15
COc1ccc(-c2cn3ccccc3n2)cc1F	-8.4	0.3	55*	9
CCCC/C=C/C=C/C=C\CCCCCCCC(=O)OC	-2.9	x	x	14
O=C(Nc1ccc(N2CCOCC2)cc1)c1cccc(-n2cc(Nc3ccsc3-c3ccccc3)cn2)c1	-1.0	-0.1	-14	3
